HT1080 IDH1KD tx – HT-1080 IDH1 knockdown cell toxicity (counter line); HT-1080 IDH1 knockdown viability, ATP luminescence, 48 h; Potency, µM (series often up to 46.1 µM), without a hit: top-dose activity, negative = toxicity, hits mostly cytotoxic; actives 2% (n = 360,000);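 also: potency is read from the fitted curve at half-maximal effect; 0% = DMSO wells and -100% = cell-free medium wells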
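Luminescent ATP read-out (CellTiter-Glo, 10 min at room temperature) after 48 h compound exposure at 37 °C gave viability of IDH1-knockdown HT-1080 cells. Activity was normalised to DMSO and cell-free wells, then fitted as concentration-response curves.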
MCF10A rerep – induces DNA re-replication in MCF 10a normal breast cells | Potency, µM (titrated, usually from 46.1 µM), inactives show at the highest dose activity, positive = re-replication, actives largely listed as activators | actives 2.9% (n = 350,000) | AID 624296 | MCF 10A DNA re-replication, Hoechst nuclear intensity, 48 h; also: potency is read from the fitted curve at half-maximal effect; % of control where 0% means no effect; nearly all actives have a fitted effect of over 50% in size
S2 tox – viability counter-screen for ATXN expression inhibitors; actives 0.49% (n = 400,000); Potency, µM (series often up to 56.7 µM), usual class: cytotoxic; S2 cells (HEK-293 line with an ATXN2-luciferase reporter) viability, CellTiter-Fluor protease fluorescence, 24 h; also: potency is read from the fitted curve at half-maximal effect; nearly all actives have a fitted effect of over 40% in size
IL-1B inflam inh – inflammasome signaling inhibition, IL-1 beta readout. THP-1 LPS/ATP IL-1B secretion, AlphaLISA, 16 h; active compounds read low. activity change, % at 57.5 µM. actives 4.7% (n = 360,000); in the data active = activity change below about -50%; inconclusive = mostly about -30% to -49%; also: % is scaled to controls: 0 for no effect and ±100 for the full control effect
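THP-1 cells pretreated 1 hr with compounds (up to 57.5 uM final), then stimulated with LPS (250 ng/mL final) plus ATP (1.25 mM final); secreted IL-1B measured by AlphaLISA after 16 hr, decreased signal indicating inhibition.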
HepG2 viability – HepG2 cytotoxicity, counter-screen for TGF-b inhibitors; HepG2 CAGA-GFP viability, ATP luminescence, 18 h; Potency, µM (doses to about 46.1 µM), for inactives: top-dose activity change, negative = cytotoxicity, usual class: cytotoxic; actives 0.76% (n = 410,000); AID 588856; also: potency is read from the fitted curve at half-maximal effect; some results filed as inactive show a strong effect at the top dose
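HepG2 CAGA-GFP cells (1000/well, DMEM with 1% FBS) received compound, then TGF-beta at 500 pg/mL final, and were incubated 18 hours at 37 degrees C. Viability was read by CellTiter-Glo luminescence. Media-only wells were set as complete cell-killing and DMSO as no toxicity.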
ATXN2 expr inh – reduces ATXN2 reporter expression in HEK-293 cells. HEK-293 ATXN2-luciferase reporter, luminescence, 24 h. Potency, µM (top dose mostly 57 µM), inactives show at the highest dose activity change, negative = inhibition, usual class: inhibitors. actives 0.72% (n = 360,000). AID 1745845; also: potency is read from the fitted curve at half-maximal effect; % is scaled to controls: 0 for no effect and ±100 for the full control effect; nearly all actives have a fitted effect of over 55% in size
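qHTS (up to 57 uM final) was run with 24 h compound exposure of reporter cells at 37 °C. Each well was multiplexed: SteadyGlo luminescence measured ATXN2-luciferase expression after a fluorogenic Gly-Phe-AFC viability readout (25 uM final).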
SW480 rerep – DNA re-replication induction in SW480 cells; SW480 DNA re-replication, Hoechst DNA content imaging, 48 h; Potency, µM (titrated, usually from 46.1 µM), for the others: at the highest dose re-replication activation, usual class: activators; actives 1.8% (n = 340,000); also: potency is read from the fitted curve at half-maximal effect; % of control where 0% means no effect; nearly all actives have a fitted effect of over 55% in size
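Cells (250 per well) received 23 nL compound or DMSO by pin tool and were kept 48 hr at 37 C, 5% CO2. Nuclei were then stained with Hoechst for 40 min and scanned for DNA content.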
HT1080NT lethal – kills 2HG-producing HT-1080-NT fibrosarcoma cells. HT-1080-NT fibrosarcoma viability, CellTiter-Glo ATP luminescence, 48 h. Potency, µM (titrated, usually from 46.1 µM), for inactives: at the highest dose activity, negative = less viability, hits mostly cytotoxic. actives 1.6% (n = 360,000). AID 686970;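 also: NT is the 2HG producing partner of a matched IDH1 knockdown line; potency is read from the fitted curve at half-maximal effect; 0% = DMSO-treated cells and -100% = media-only wells without cells; nearly all actives have a fitted effect of over 55% in size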
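Compounds were tested in concentration-response format on HT-1080-NT cells for 48 hours at 37 degrees C. Cell viability came from CellTiter-Glo luminescence; curves were classified by r2, response magnitude and activity.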
KB-3-1 tox – kills parental KB-3-1 adenocarcinoma cells. KB-3-1 viability, CellTiter-Glo ATP luminescence, 72 h. AID 1347075. Potency, µM (series often up to 46.1 µM), for the others: top-dose activity change, negative = cytotoxic, actives largely listed as cytotoxic. actives 1.4% (n = 400,000); also: potency is read from the fitted curve at half-maximal effect; % is scaled to controls: 0 for no effect and ±100 for the full control effect; nearly all actives have a fitted effect of over 60% in size
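Screening of KB-3-1 cells (DMEM, 10% FBS, phenol-red free) ran from lowest to highest compound concentration; after 72 h at 37 °C viability was read luminescently and curves fitted.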
Numbers without * were called inactive; i = inactive; ? = inconclusive; / = no result given; [ ] = remark or other dose. Unless noted, calls follow the shape of the dose curve; as a rule, active = well fitted curve in the direction sought with a large enough effect; inconclusive = small, poorly fitted or top-dose-only effect, or another doubt; inactive = no such curve, though single readings can be large; an effect the other way counts as inactive or inconclusive.

SMILES | HT1080 IDH1KD tx | MCF10A rerep | S2 tox | IL-1B inflam inh | HepG2 viability | ATXN2 expr inh | SW480 rerep | HT1080NT lethal | KB-3-1 tox
Cc1ccc(N(CCC#N)C(=O)COC(=O)c2cc(C)no2)cc1 | 10% | 0% | i | 5 | -11% | 2% | -2% | 9% | -20%
O=C1NC[C@@H](CCCCN2CCN(Cc3ccccc3)C(=O)C2=O)N(CCC2CCCCC2)C1=O | 1% | / | i | -3 | / | 6% | / | 13% | 15%
CC(=O)Nc1ccc(CN2CCCN(C)CC2)cc1 | -2% | -8% | i | 9 | 7% | / | -1% | -1% | -1%
Cc1ccccc1NC(=O)C(=O)NNC(=O)COc1ccc2ccccc2c1 | ? | 3% | i | 2 | 1% | -14% | 20% | -16% | 2%
COc1ccc(CNC(=O)CCCn2nc(C)c([N+](=O)[O-])c2C)cc1OC | 14% | -1% | i | 26 | -23% | ? | -5% | 0% | 9%
Cc1ccc(-n2c(=O)c3c(c4cc(C)ccc4n3C)n(CC(=O)NCCC3=CCCCC3)c2=O)cc1 | / | / | i | / | -6% | -5% | / | / | 0%
Cc1ccc(COC(=O)Cc2coc3cc(O)ccc23)cc1 | -12% | 17% | i | 1 | -30% | -20% | 12% | -19% | -3%
CCc1ccccc1S(=O)(=O)Cc1ccc(C(=O)NCc2ccc(Cl)cc2)o1 | / | / | ? | / | -32% | ? | / | / | 5%
Cc1ccc(S(=O)(=O)N2CCN(CCc3ccccc3)CC2)c(C)c1 | -28% | ? | i | -3 | -10% | -10% | 2% | ? | -27%
CCOC(=O)c1ccc2c(c1)[nH]c(=S)n2CC | 2% | 5% | i | 8 | -17% | / | 0% | 3% | -9%
CCOC(=O)N1CCN(C(=O)CSCC(=O)Nc2nc(-c3ccc(C)cc3)cs2)CC1 | -3% | 14% | i | 6 | -15% | -2% | -11% | 8% | -16%
CCOc1ccc(N2C(=O)c3cccnc3C2Nc2ccc(Cl)cc2)cc1 (stereo unspecified) | ? | 29% | i | 19 | 3% | 15% | -4% | 5% | 3%

In the list so far, these contain a furan ring, fused or not:
SMILES | HT1080 IDH1KD tx | MCF10A rerep | S2 tox | IL-1B inflam inh | HepG2 viability | ATXN2 expr inh | SW480 rerep | HT1080NT lethal | KB-3-1 tox
Cc1ccc(COC(=O)Cc2coc3cc(O)ccc23)cc1 | -12% | 17% | i | 1 | -30% | -20% | 12% | -19% | -3%
CCc1ccccc1S(=O)(=O)Cc1ccc(C(=O)NCc2ccc(Cl)cc2)o1 | / | / | ? | / | -32% | ? | / | / | 5%

(cont.)
SMILES | HT1080 IDH1KD tx | MCF10A rerep | S2 tox | IL-1B inflam inh | HepG2 viability | ATXN2 expr inh | SW480 rerep | HT1080NT lethal | KB-3-1 tox
O=C(Cc1ccccc1)NN1CCCCC1 | 1% | -14% | i | 16 | -12% | 2% | 1% | 12% | 20%
CCc1sc(Nc2ccc(C)cc2Br)nc1-c1cc2cccc(OC)c2oc1=O | / | / | i | / | -2% | 12% | / | / | 2%
COc1ccc(NC(=O)CSc2nnc(Cn3cnc4ccccc43)o2)cc1 | -11% | -2% | i | 0 | 6% | -20% | -8% | -10% | 5%
COc1ccc(NC(=O)c2nn(C)c3c2CS(=O)(=O)c2ccccc2-3)cc1Cl | / | / | i | / | -13% | -6% | / | / | -5%
Cc1ccc(NC(=O)CSc2nnc(NC(=O)C3CC3)s2)cc1 | 0% | 2% | i | -10 | 10% | 3% | 1% | -16% | 0%
COC(=O)[C@]12CCCCC=C1N(Cc1ccco1)C(=O)[C@H](CC(=O)N1CCN(C(=O)C3CC3)CC1)C2 | 7% | / | i | 14 | / | 2% | / | 15% | 5%
COc1ccc2c(c1OC)CN(C)CCc1cc3c(cc1C(=O)C2)OCO3 | 7% | 2% | i | -12 | -12% | -16% | -4% | 0% | -7%
CC(=O)c1ccc(NC(=O)C(=O)c2cn(CC(=O)N3CCCCC3)c3ccccc23)cc1 | -1% | -7% | i | 15 | -39% | -9% | -4% | 7% | -2%
C=C(C)Cn1c(N2CCCC2)nc2c1c(=O)n(C)c(=O)n2C | 2% | 14% | i | 8 | -2% | -7% | 5% | -3% | 2%
COC(=O)C(C)n1cnc2c(nnn2-c2cccc(OC)c2)c1=O (stereo unspecified) | 25% | 1% | i | -4 | -3% | 50%[activator] | ? | 19% | -4%
NC(=O)Cc1ccc(Nc2nnc(-c3ccc(O)cc3)c3ccccc23)cc1 | 17% | 5% | i | 0 | 1% | 2% | -1% | 9% | 1%
CC(C)(C)NC(=O)NC(=O)COC(=O)c1ccc2c(c1)S(=O)(=O)N=C1CCCCCN12 | 13% | -2% | i | -6 | -10% | 0% | -4% | 4% | 4%
Cc1ccc(C)c(OCCC(=O)N2CCN(S(=O)(=O)c3ccc([N+](=O)[O-])cc3)CC2)c1 | 0% | 16% | i | 25 | -2% | / | -2% | -2% | -12%
CCN(CC)S(=O)(=O)c1cc(NC(=O)COC(=O)CCC(=O)c2cccs2)ccc1C | 2% | 23% | i | 3 | 3% | -6% | -8% | 3% | -8%
Cc1[nH]c2c([N+](=O)[O-])cccc2c1C | -9% | 6% | i | 30 | 18% | 3% | 3% | -12% | 13%
O=C(COC(=O)c1cc(Cl)nc(Cl)c1)Nc1ccc(Cl)c(S(=O)(=O)N2CCOCC2)c1 | 9% | 0% | i | 10 | 0% | -2% | -3% | -12% | 1%
O=C(COC(=O)c1cccs1)Nc1ccccc1 | 1% | ? | i | -1 | -5% | 8% | ? | -4% | 1%
CCCn1nnc(NC(=O)c2cc(Br)ccc2OC)n1 | 1% | -3% | i | 12 | -4% | 2% | -4% | 0% | ?
CC1CCN(C(=O)c2ccc3c(Cl)c4c(nc3c2)CCCC4)CC1 | 1% | 6% | i | -5 | -14% | / | 8% | 9% | -12%
COc1ccc(CNc2oc(-c3cccc4ccccc34)nc2C#N)cc1 | 4% | ? | i | 0 | -27% | 6% | ? | 9% | 0%
N#Cc1ccc(OCC(=O)Nc2nc(-c3cccnc3)cs2)cc1 | 1% | -6% | i | 53 | -38% | -2% | -26% | -5% | ?
COc1ccc(-c2cc(C(=O)OCC(=O)N(C)C)c3ccccc3n2)cc1 | -5% | 1% | i | -19 | -12% | -2% | -10% | -10% | 0%
Cc1ccc(F)cc1NC(=O)N1CCCN(C(=O)OC(C)(C)C)CC1 | -2% | -3% | i | -19 | -4% | -3% | -2% | -2% | 0%
CCOc1ccc(-n2c(SCc3nc(-c4ccc(OC)cc4)no3)nnc2-c2ccncc2)cc1 | / | / | ? | / | -3% | ? | / | / | -8%
CC(=O)Nc1ccc(NC(=O)CSc2nccn2Cc2ccccc2)cc1 | -13% | / | i | -15 | 7% | 8% | / | -8% | 0%
COc1cc(NC(=O)COC(=O)CO/N=C(\C)c2ccc3c(c2)OCO3)cc(OC)c1 | -6% | 3% | i | 27 | 3% | / | -5% | 0% | -1%
O=C(CSc1nnc(CNc2ccc(F)cc2)o1)N1CCCc2ccccc21 | -18% | ? | i | -13 | -41% | -4% | 0% | -15% | 5%
CCOC(=O)C1=C(COC(=O)CCOc2ccc(C)cc2)NC(=O)NC1C (stereo unspecified) | -27% | 18µM* | ? | ? | -31% | ? | ? | ? | 6%
CCOC(=O)CNc1nnc(SCC(=O)OCC)[nH]c1=O | 0% | ? | i | -3 | -4% | -19% | -3% | 1% | -5%
CC1(C)CC(=O)C=C(Nc2cccc(C(F)(F)F)c2)C1 | 14% | -3% | / | 14 | -23% | -11% | -16% | 12% | 0%
CCCCN(CC)C(=O)c1ccc(Cl)c(Cl)c1 | 2% | 7% | i | 0 | -10% | 3% | -16% | -2% | -2%
Cc1cc(C)c(S(=O)(=O)NCC(c2cccnc2)N2CCN(Cc3ccccc3)CC2)c(C)c1 (stereo unspecified) | 9% | 4% | i | -8 | -27% | / | 6% | 0% | -5%
CCOc1ccc(NC(=S)N(CCN2CCOCC2)Cc2cc3cc4c(cc3[nH]c2=O)OCCO4)cc1 | -21% | 5% | i | -53* | -7% | 1%[11.3 µM] | -16% | -21% | 0%
O=C(Nc1ccc(Cc2ccncc2)cc1)c1ccc([N+](=O)[O-])o1 | 5.2µM* | 3.7µM* | i | -96* | -33% | 9% | 5.2µM* | 3.7µM* | ?
COc1ccc(N(CC(=O)NC(C)C)C(=O)CCC(=O)Nc2ccccn2)cc1 | 14% | 1% | i | 15 | 4% | -18% | 0% | 14% | 2%
Cc1ccc(C(=O)NC(=S)Nc2cccc(-c3nc4ccccc4s3)c2)cc1 | 16% | -4% | i | 14 | -31% | 35%[activator] | -6% | 15% | -3%
Cn1c(=O)c2[nH]c(C3CC=CCC3)nc2n(C)c1=O (stereo unspecified) | 3% | 3% | i | -10 | 4% | 20% | -6% | -5% | 1%
COc1c(NC=O)c2c(c([N+](=O)[O-])c1OC)C(=O)OC2 | -4% | 3% | i | 9 | 2% | -14% | -3% | -8% | 2%
Cc1nn2c3cc(N4CCOCC4)ccc3nc2c2ccccc12 | -11% | 10% | i | -7 | 0% | 29% | 5% | -8% | -6%
O=S(=O)(c1cccc(S(=O)(=O)N2CCOCC2)c1)N1CCCCC1 | -10% | -1% | i | 6 | -4% | -8% | 0% | -6% | 1%
COc1ccc(-c2ccc(SCC(=O)NC3CCCCC3)nn2)cc1OC | 1% | -4% | i | -13 | -14% | 30% | 1% | -14% | -4%
CC(=O)N1CCN(c2ccc(NC(=O)c3ccc(C)c([N+](=O)[O-])c3)cc2)CC1 | 0% | ? | i | -28 | 3% | -9% | 0% | 1% | -31%
Cc1ccc2cc(CCNS(=O)(=O)c3ccc(F)cc3)c(=O)[nH]c2c1C | -2% | -6% | i | 29 | -29% | -3% | 1% | -5% | -15%
CCOc1ccccc1N(CC(=O)NCc1ccccc1)C(=O)CCC(=O)Nc1cc(C)ccn1 | 4% | -1% | i | 8 | -20% | -1% | 1% | 4% | 13%
